TGFb SMAD3 inh: inhibitors of TGF-b signaling; Potency, µM (highest dose often 46.1 µM), inactives show top-dose activity, negative = inhibition, actives largely listed as inhibitors; 1.2% of 410,000 active; HepG2 CAGA-GFP TGF-b/SMAD3 reporter, GFP fluorescence, 18 h; TGF-beta stimulated, 500 pg/mL final; also: potency is read from the fitted curve at half-maximal effect; % is scaled to controls: 0 for no effect and ±100 for the full control effect; nearly all actives have a fitted effect of over 65% in size
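HEPG2 CAGA-GFP reporter cells (1000/well, DMEM with 1% FBS) received compounds, then recombinant TGF-beta at 500 pg/mL final for 18 hours at 37 degrees C. Per-cell GFP summed per well was normalised to unstimulated and stimulated DMSO controls before curve fitting.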
Nrf2 ARE act: Nrf2 pathway activation. AREc32 ARE-luciferase reporter (MCF7-derived line), luminescence, 24 h. Potency, µM (series often up to 46.1 µM), without a hit: at the highest dose activation, hits mostly activators. 0.31% of 410,000 active. AID 624171; also: potency is read from the fitted curve at half-maximal effect; % of control where 0% means no effect; nearly all actives have a fitted effect of over 65% in size
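Luminescent ARE reporter assay in AREc32_Fluc cells: overnight plating at 37 deg C, 24 hr compound incubation, Steady-Glo added, 30 min RT before reading.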
ATXN2 expr inh: inhibitors of ATXN2 expression; HEK-293 ATXN2-luciferase reporter, luminescence, 24 h; Potency, µM (top dose mostly 57 µM), for inactives: at the highest dose activity change, negative = inhibition, actives largely listed as inhibitors; 0.72% of 360,000 active; also: potency is read from the fitted curve at half-maximal effect; % is scaled to controls: 0 for no effect and ±100 for the full control effect; nearly all actives have a fitted effect of over 55% in size
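qHTS (up to 57 uM final) was run with 24 h compound exposure of reporter cells at 37 °C. Each well was multiplexed: SteadyGlo luminescence measured ATXN2-luciferase expression after a fluorogenic Gly-Phe-AFC viability readout (25 uM final).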
A549 tox: A549 cytotoxicity, counter-screen for Nrf2 inhibitors; A549 ARE-Fluc cells, CellTiter-Fluor viability, 18-24 h; Potency, µM (doses to about 46 µM), without a hit: at the top dose activity change, negative = cytotoxicity, hits mostly inhibitors; 0.16% of 390,000 active; AID 504648; also: potency is read from the fitted curve at half-maximal effect; % is scaled to controls: 0 for no effect and ±100 for the full control effect
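A549 ARE-Fluc cells in 5% FBS OPTI-MEM, 5000 cells/well, rested 2 h then exposed to compounds in concentration-response for 18-24 h at 37 °C. Viability by CellTiter-Fluor fluorescence (Ex 405/Em 525) after 30 min; luciferase luminescence (BugLite, 15 min, RT) read afterwards.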
MCF10A rerep: induces DNA re-replication in MCF 10a normal breast cells | Potency, µM (doses to about 46.1 µM), without a hit: top-dose activity, positive = re-replication, actives largely listed as activators | MCF 10A DNA re-replication, Hoechst nuclear intensity, 48 h | 2.9% of 350,000 active; also: potency is read from the fitted curve at half-maximal effect; % of control where 0% means no effect; nearly all actives have a fitted effect of over 50% in size
IL1B secr inh: blocks inflammasome-driven IL-1 beta release; THP-1 LPS/ATP IL-1B secretion, AlphaLISA, 16 h; active compounds read low; activity change, % at 57.5 µM; 4.7% of 360,000 active; AID 743279; in the data active = activity change below about -50%; inconclusive = mostly about -30% to -49%; also: % is scaled to controls: 0 for no effect and ±100 for the full control effect
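THP-1 cells pretreated 1 hr with compounds (up to 57.5 uM final), then stimulated with LPS (250 ng/mL final) plus ATP (1.25 mM final); secreted IL-1B measured by AlphaLISA after 16 hr, decreased signal indicating inhibition.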
Nrf2 inh: inhibitors of Nrf2 signaling | A549 ARE-Fluc reporter, luciferase luminescence, 18-24 h | 2.1% of 360,000 active | Potency, µM (highest dose often 46 µM), inactives show at the top dose activity change, negative = inhibition, actives largely listed as inhibitors; also: potency is read from the fitted curve at half-maximal effect; % is scaled to controls: 0 for no effect and ±100 for the full control effect; nearly all actives have a fitted effect of over 60% in size
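In this cell-based qHTS, ARE-driven firefly luciferase in A549 cells reports Nrf2 activity; the luminescent signal after BugLite lysis is the measured value, with a prior CellTiter-Fluor read for cell health.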
HepG2 viability: kills HepG2 cells in TGF-b inhibitor counter-screen; 0.76% of 410,000 active; HepG2 CAGA-GFP viability, ATP luminescence, 18 h; Potency, µM (highest dose often 46.1 µM), inactives show at the highest dose activity change, negative = cytotoxicity, hits mostly cytotoxic; AID 588856; also: potency is read from the fitted curve at half-maximal effect; some results filed as inactive show a strong effect at the top dose
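HepG2 CAGA-GFP cells (1000/well, DMEM with 1% FBS) received compound, then TGF-beta at 500 pg/mL final, and were incubated 18 hours at 37 degrees C. Viability was read by CellTiter-Glo luminescence. Media-only wells were set as complete cell-killing and DMSO as no toxicity.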
S2 tox: viability counter-screen for ATXN expression inhibitors; S2 cells (HEK-293 line with an ATXN2-luciferase reporter) viability, CellTiter-Fluor protease fluorescence, 24 h; Potency, µM (doses to about 56.7 µM), hits mostly cytotoxic; 0.49% of 400,000 active; also: potency is read from the fitted curve at half-maximal effect; nearly all actives have a fitted effect of over 40% in size
* marks the source's active call; other numbers are inactive results; i = inactive; ? = inconclusive; . = no result given; & = joins results of further samples; [ ] = remark or other dose. Unless noted, calls follow the shape of the dose curve; as a rule, active = well fitted curve in the direction sought with a large enough effect; inconclusive = small, poorly fitted or top-dose-only effect, or another doubt; inactive = no such curve, though single readings can be large; an effect the other way counts as inactive or inconclusive.

SMILES | S2 tox | ATXN2 expr inh | TGFb SMAD3 inh | MCF10A rerep | Nrf2 ARE act | A549 tox | Nrf2 inh | IL1B secr inh | HepG2 viability
CCN(CC)S(=O)(=O)c1ccc(C(=O)Oc2cc(C)[nH]c(=O)c2[N+](=O)[O-])cc1 | i | . | 7% | 0% | -0.2% | -16% | ? | 5 | -1%
CCCn1c(N)c(C(=O)CSc2nnc(C3CC3)n2Cc2ccccc2)c(=O)n(C)c1=O | i | -19% | -6% | -5% | -0.2% | 2% | 5% | 0 | -10%
COc1cccc(-c2nnc3n2N=C(c2cc(OC)ccc2OC)CS3)c1 | ? | -35% | 2% | ? | 0.0% | -11% | ? | ? | -3%
O=C(c1ccc2c(c1)N(Cc1ccccc1)C(=O)c1ccccc1S2(=O)=O)N1CCCCCC1 | . | . | . | . | 0.9% | ? | -21% | . | -3%
COc1ccc(CCC(=O)NCCc2ccc(Cl)cc2)cc1 | i | -3% | 4% | -3% | 0.0% | 2% | 12% | -24 | -5%
OCCn1c(SCCOc2ccccc2F)nc2ccccc21 | i | 7% | -7% | 2% | 0.4% | -11% | ? | -16 | 2%
N#Cc1c(N2CCN(C(=O)c3ccccc3Cl)CC2)nc(-c2ccccc2)c2c1CCCC2 | i | 3% | ? | ? | 4.1% | -12% | ? | -58* | -30%
Cc1ccc(C(=O)Nc2c(C)nc3ccccn3c2=O)cc1 | . | . | ? | . | 1.0% | 3% | . | . | -7%
OC(c1ccc(OCc2ccccc2)cc1)c1nnc(-c2ccccc2)o1 (stereo not given) | i | -13% | 6% | ? | -0.1% | -18% | 16µM* | -8 | -2%
CCc1nnc(NC(=O)CSc2nc3ccc(OC)cc3[nH]2)s1 | i | 2% | -2% | 7% | 0.3% | -3% | -5% | 27 | -9%
CC(=O)/C(N=Nc1ccc(-n2ccc(C(F)(F)F)n2)cc1)=C(\C)O | i | 28% | 0% | -1% | 0.3% | 2% | -11% | . | 8%
COc1ccccc1CN1CC(C(=O)NCc2ccc(C)c(F)c2)CCC1=O (stereo not given) | i | 3% | 1% | 2% | 0.1% | -4% | -2% | 49 | -1%
CC(=O)c1cccc(NC(=S)NC(=O)c2ccc(Br)cc2)c1 | ? | 35% | 0% | 13% | 2.8% | -16% | ? | 6 | 3%
O=S(=O)(Nc1cccc2cccnc12)c1ccc2ccccc2c1 | . | . | ? | . | . | -10%&-14% | 5.2µM* | . | -24%
Cc1noc(-c2ccc(-c3noc(-c4cccc(Cl)c4)n3)cc2)n1 | i | -6% | -9% | . | -0.4% | 10% | . | . | -17%
O=C(CSc1nc2cccc(F)c2c(=O)n1-c1ccccc1)Nc1ccc2c(c1)CCC2 | ? | 2% | -16% | . | -0.3% | . | . | 0 | -20%
Nc1cccc2c1C(=O)N(CC(=O)NC13CC4CC(CC(C4)C1)C3)C2=O | . | -12% | 1% | ? | -0.8% | ? | -12% | 27 | 0%
O=C(O)CSc1c(-c2ccccc2)c2cc(Cl)ccc2[nH]c1=O | i | -6% | -1% | 15% | 0.4% | 10% | 7% | 10 | 2%
CCCCn1c(N)c(NCC(C)C)c(=O)[nH]c1=O | i | -11% | 5% | 13% | -1.1% | 6% | -7% | 2 | -13%
COc1ccc(-c2nnc(SC)nc2-c2ccc(OC)c([N+](=O)[O-])c2)cc1[N+](=O)[O-] | i | -37% | -12% | ? | 7.3% | 3% | -12% | . | -6%
CCCc1nn2c(=O)cc(COc3ccc(/C=C(\C#N)C(=O)Nc4ccccc4)cc3)nc2s1 | i | 4% | -21% | . | -1.4% | -3% | 6% | . | -8%
COC(=O)[C@]1(C)N[C@H](CN(C)S(=O)(=O)c2ccccc2)[C@@H]2C(=O)N(Cc3ccccc3)C(=O)[C@@H]21 | i | 5% | 5% | 7% | -0.1% | -8% | -5% | -14 | -5%
O=C(CCNC(=O)C1CCN(S(=O)(=O)c2ccc(F)cc2)CC1)NCc1ccncc1 | i | 7% | -5% | 4% | -0.3% | ? | 6% | 5 | -2%
COc1ccc(OC)c(S(=O)(=O)N2CCC3(CC2)OCCN3S(=O)(=O)c2cccs2)c1 | i | -10% | 0% | 4% | -0.2% | 2% | -23% | -8 | -17%
O=C(Nc1cccc([N+](=O)[O-])c1)C12CC3CC(C1)CC(n1cnc([N+](=O)[O-])n1)(C3)C2 | i | 2% | -2% | 1% | ? | 2% | . | -21 | -19%
COc1ccc(-n2nc(C(=O)NCC(=O)Nc3cc(C)ccc3OC)c3ccccc3c2=O)c(OC)c1 | i | -19% | -12% | -10% | -0.2% | 2% | ? | 7 | -5%
Cc1nc2ccc(NC(=O)COc3cccc(F)c3)cc2s1 | i | 16% | 8% | -2% | 0.1% | -2% | -16% | 23 | -17%
Cc1ccc(-c2c(C(=O)O)c(C(=O)O)c3n2CSC3)cc1 | i | . | 7% | -5% | -1.1% | 4% | 0% | 3 | 8%
COc1ccccc1CNC(=O)C(=O)NCC(c1ccco1)N1CCOCC1 (stereo not given) | i | 2% | -1% | 6% | 0.1% | 1% | 1% | 0 | 3%
COc1ccc(-n2nc3ccc(NC(=O)c4cc5ccccc5o4)cc3n2)cc1Cl | i | 12% | -3% | . | -0.6% | 6% | 12% | . | -1%
COc1cccc(Cn2c(=O)n(-c3ccccc3C)c(=O)c3c2c2cc(C)ccc2n3C)c1 | i | 206%[activator] | -28% | . | -0.2% | -16% | ? | . | -4%
CCN(CC)c1cc(C)c2cc(NC(=O)/C=C/c3ccccc3OC(C)C)ccc2n1 | ? | -15% | ? | . | 4.7% | ? | -5%[9.27 µM] | . | -24%
Oc1ccccc1N1CCN(C(c2ccccc2)c2ccccc2)CC1 | i | 6% | -14% | ? | -0.3% | 0% | -5% | ? | 2%
O=C(CCNS(=O)(=O)c1ccccc1F)N1CCN(Cc2ccccc2)CC1 | ? | 7% | ? | 0% | 0.2% | -7% | 14% | 0 | -8%
c1csc(C2C3=C(Nc4ncnn42)c2ccccc2OC3)c1 (stereo not given) | i | -9% | -10% | ? | ? | -9% | -9% | 21 | 3%
C=CCOC(=O)/C=C/C(=O)NC(N)=O | ? | . | 5% | ? | 16% | 2% | -20% | -20 | 5%
CCN(CC)S(=O)(=O)c1ccc(NC2=NS(=O)(=O)c3ccccc32)cc1 | i | -5% | 2% | -2% | -0.5% | -6% | 1% | 12 | -3%
CCN(CC)C(=O)[C@H]1C[C@H](CC(=O)NCc2cccc(C(F)(F)F)c2)C(=O)N2CCc3c([nH]c4cc(CCC(=O)N(C)C)ccc34)[C@]12C | ? | -3% | -24% | -3% | 4.3% | -9% | -14% | -21 | -3%
CCC(=O)Nc1nc(-c2cc([N+](=O)[O-])cs2)cs1 | i | 6% | -4% | 1% | 1.6% | 4% | -9% | -8 | -2%
CCN(CC)C(=O)c1sc2c(c1C)c(=O)n(-c1ccc(OC)cc1OC)c(=O)n2CC(=O)c1ccccc1 | i | -23%[11.3 µM] | -1% | -1% | -0.6% | 0% | -10% | -7 | 3%
CC1(C)C2CC=C(/C=N/NC(=O)c3ccc(Cl)cc3)C1C2 (stereo not given) | ? | 1% | ? | 2% | 0.5% | -1% | 8% | 0 | 4%
CC1CCN(CC(=O)Nc2ccccc2-c2ccccc2)CC1 | i | -1% | ? | ? | 0.0% | -12%[1.84 µM] | ? | 2 | -15%
O=S1(=O)CCC(SCc2nc3sccn3c2Br)C1 (stereo not given) | i | 2% | -2% | ? | 0.5% | 5% | 7% | 11 | 5%
CCOC(=O)c1oc2ccc(S(=O)(=O)N3CCC(C)CC3)cc2c1C | i | -3% | -5% | 16% | 0.1% | 4% | 0% | 10 | -1%
Cc1cccc(NS(=O)(=O)c2c(C)nc3sccn3c2=O)c1C | . | . | 7% | . | -0.2% | -1% | -7% | . | -18%
O=[N+]([O-])c1ccc2[nH]c(O)c(N=NC3CS(=O)(=O)CC3O)c2c1 (stereo not given) | i | 8% | -1% | -7% | -0.2% | 1% | 6% | -13 | -12%
C[n+]1ccccc1COc1ccc(C(C)(C)C)cc1 | i | 8% | 8% | 22% | 0.0% | ? | 2.3µM* | -5 | 1%
O=S(=O)(c1ccc(Br)cc1)c1nc(-c2cccs2)oc1SCc1ccccc1F | i | 13% | 2% | . | 0.4% | -10% | -7%[9.27 µM] | . | -1%
COc1ccc(OC)c(CCNc2nc3ccccc3c3nc(-c4cccnc4)nn23)c1 | . | . | ? | . | -0.4% | 1% | 9% | . | -4%
Cn1c(=O)c2c(nc(NCCc3ccccc3)n2Cc2ccc(Cl)c(Cl)c2)n(C)c1=O | i | 1% | -19% | . | -0.2% | 1% | -7% | . | -18%
CCOc1ccc(CN2CCC(Cc3ccccc3)CC2)cc1 | i | . | ? | 1% | -0.2% | -1% | 2% | 6 | -25%
CCOc1ccc(NC(=O)N[C@@H](CCSC)C(=O)OC)cc1 | i | 5% | 0% | -10% | -0.3% | 15% | . | -12 | -1%
Cc1ccccc1CNC(=O)Cc1ccccc1[N+](=O)[O-] | i | 38% | -10% | -4% | -0.2% | 9% | 15% | 0 | 2%
CCCCCOc1ccc(/C=C/C(=O)Nc2sc(C(C)=O)c(C)c2C(=O)OCC)cc1OC | ? | 1% | -13% | . | ? | 5% | 7% | . | -9%
Cc1ccc(C(=O)NCC(=O)OCC(=O)N(CC(C)C)c2c(N)n(Cc3ccccc3)c(=O)[nH]c2=O)cc1 | i | 11% | 4% | 2% | 0.5% | 3% | ? | 9 | 1%
CCc1nc2ccc(C(=O)N(C)Cc3ccccc3)cn2c1N(C)Cc1ccc(OC)cc1 | i | ? | ? | . | 8.9% | . | . | -14 | -27%
CCCN1C2CCCC1CC(NC(=O)c1ccccc1F)C2 (stereo not given) | i | -2% | -3% | ? | -0.5% | -2% | -8% | -7 | -22%
CCOC(=O)c1ccc2nc(CCC(=O)N[C@H](C(=O)OC)C(C)C)c(=O)n(CC)c2c1 | i | 3% | -12% | 24% | 2.6% | -3% | -8% | -16 | -11%
